OX1R antagonist – antagonists of human orexin 1 receptor. inhibition, % at 5 µM. O43613. hit rate 0.43% among 330,000. CHO/OX1R cells, Fluo-8 calcium fluorescence, orexin A;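 active = inhibition above its plate's threshold, mean inhibition of all tested compounds on the plate plus 3 SD, cut at about 37% in these data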;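 note: 0% = orexin A challenge wells and 100% = SB-334867-A antagonist wells; not every result past the cut was called active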
Target sequence (O43613 whole entry, looked up): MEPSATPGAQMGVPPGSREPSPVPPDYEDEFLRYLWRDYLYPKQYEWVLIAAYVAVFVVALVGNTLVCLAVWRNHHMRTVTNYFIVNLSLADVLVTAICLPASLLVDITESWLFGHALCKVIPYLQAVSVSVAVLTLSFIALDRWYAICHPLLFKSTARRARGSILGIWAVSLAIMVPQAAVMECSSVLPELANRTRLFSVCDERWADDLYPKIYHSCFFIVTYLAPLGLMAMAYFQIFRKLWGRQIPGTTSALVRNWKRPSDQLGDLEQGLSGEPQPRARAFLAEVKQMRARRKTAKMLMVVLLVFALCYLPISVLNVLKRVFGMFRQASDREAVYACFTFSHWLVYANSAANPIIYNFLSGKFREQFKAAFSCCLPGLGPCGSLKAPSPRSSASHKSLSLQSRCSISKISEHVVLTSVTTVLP
CHT PAM – allosteric activators of human choline transporter CHT; hit rate 0.49% among 310,000; CHT-expressing cells, membrane potential dye, choline EC20; hits give high values; LV-AA mutant CHT in HEK293 cells; Q9GZV3; B-score at 10 µM; AID 488977;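 active = initial fluorescence not abnormally high and integrated response B-score, plate-corrected, over 3 SD above library mean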
Target sequence (Q9GZV3 whole entry, looked up): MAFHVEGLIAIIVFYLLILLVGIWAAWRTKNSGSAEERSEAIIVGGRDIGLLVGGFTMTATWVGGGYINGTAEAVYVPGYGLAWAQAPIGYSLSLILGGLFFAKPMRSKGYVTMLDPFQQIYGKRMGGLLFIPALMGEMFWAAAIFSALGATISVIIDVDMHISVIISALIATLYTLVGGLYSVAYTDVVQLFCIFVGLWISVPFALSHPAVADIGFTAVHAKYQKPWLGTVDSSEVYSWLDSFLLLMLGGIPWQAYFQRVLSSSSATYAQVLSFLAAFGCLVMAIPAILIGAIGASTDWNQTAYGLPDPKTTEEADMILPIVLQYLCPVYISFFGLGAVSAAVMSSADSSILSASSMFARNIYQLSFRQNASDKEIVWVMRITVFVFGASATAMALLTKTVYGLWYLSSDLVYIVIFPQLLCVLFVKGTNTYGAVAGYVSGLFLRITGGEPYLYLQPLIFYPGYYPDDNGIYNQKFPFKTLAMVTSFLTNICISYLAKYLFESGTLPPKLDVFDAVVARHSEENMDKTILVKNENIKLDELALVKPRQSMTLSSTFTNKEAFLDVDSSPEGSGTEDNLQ
* hit, by the source's call; i = inactive; · = no result given. The order is random; about 0.83% have a hit in one of these screens.

SMILES	OX1R antagonist	CHT PAM
COc1ccc(NC(=O)CCn2nnc(-c3ccc(C)cc3)n2)cc1OC	-27	i
COc1ccccc1C1=NOC(Cn2c(NCC3CCCO3)nc3c2c(=O)n(C)c(=O)n3C)C1 (stereo not given)	-19	i
CN1CCCC(OC(=O)c2ccc(Cl)cc2)C1 (stereo not given)	-7	i
Cc1cccc(-c2n[nH]c([N+](=O)[O-])n2)c1	-6	i
CCOc1ccc(CC(=O)Nc2c3c(nn2C(C)(C)C)CS(=O)(=O)C3)cc1	0	i
N/C(=N\OC(=O)N1CCOCC1)c1ccccc1	-4	i
COc1ccc(C(=O)C2CCCN(Cc3cccn3-c3nccs3)C2)cc1OC (stereo not given)	-20	i
COc1cc(C2C3=C(CCCC3=O)Nc3c2c(C)nn3-c2cccc(C)c2)cc(OC)c1O (stereo not given)	-22	i
O=C(NCc1ccccc1)N1CCN(c2ccc(F)cc2)CC1	-18	i
COc1ccc(C2CC(c3ccccc3)=NN2C(=O)COC(=O)c2cccc(S(=O)(=O)N3CCOCC3)c2)cc1 (stereo not given)	-12	i
CCC(=O)N(C)C(c1ccccc1Cl)c1nnnn1-c1c(C)cccc1C (stereo not given)	18	i
NC(=O)c1ccccc1NC(=O)CN1CCCCCC1	8	i
O=C(COC(=O)c1cccnc1Cl)NC(=O)c1ccc(OC(F)F)cc1	0	·
COCc1cc(C)nc(NCCO)c1C#N	-13	i
Cc1csc(SC(C)C(=O)NCc2ccc3c(c2)OCO3)n1 (stereo not given)	-19	i
COC(=O)c1ccc(C(=O)OC)c(NC(=O)CSc2cccc[n+]2[O-])c1	11	i
Cc1ccc(S(=O)(=O)NC(CC(C)C)C(=O)NCCCn2nc(C)cc2C)cc1 (stereo not given)	-28	·
Cc1ccc(C)c(S(=O)(=O)N2CCN(c3nc(-c4cccnc4)nc4ccccc34)CC2)c1	31	·
OCC[C@@H]1C[C@@H](O)[C@H](O)[C@@]2(Cc3ccccc3CCO2)O1	-8	i
CSc1nc2c(c(=O)[nH]1)C(c1ccncc1)C(C(=O)OC(C)C)=C(C)N2 (stereo not given)	-33	i
Fc1ccc(CSc2ccc3nnc(-c4ccccn4)n3n2)cc1	-29	i
Cc1cnc(C(=O)Nc2ccc(N3CCN(C(=O)OC(C)(C)C)CC3)cc2)cn1	3	i
COc1ccccc1C(=O)NCCOc1ccc(C)c(C)c1	·	i
O=C(CCn1c(SCC(=O)NCc2ccco2)nc2ccccc2c1=O)NCCc1ccccc1	-19	i
CN(C)CC(=O)N1c2ccccc2CCc2ccc(NC(=O)c3ccc(N)cc3)cc21	-19	i
SMILES	OX1R antagonist	CHT PAM
COc1cccc2sc(N(C)c3ccccc3)nc12	-39	i
CCCC(C)NC(=O)COC(=O)c1ccc(Cl)c(S(N)(=O)=O)c1 (stereo not given)	-3	i
CCOC(=O)c1ccccc1NC(=O)COc1cc(=O)n(CC)c2ccccc12	-39	i
COc1cccc(OC)c1C(=O)NC(=S)NCc1ccco1	-28	i
CCNS(=O)(=O)c1ccc(CCC(=O)N2CCN(c3ccc(OC)cc3)CC2)cc1	-33	i
NS(=O)(=O)c1ccc(CNC(=O)/C=C/c2c(F)cccc2Cl)cc1	-11	i
O=Cc1cccnc1SCc1ccccc1	-6	i
Cc1nc2cc(-c3sccc3-n3cccc3)nn2c(C)c1C	-30	i
N#Cc1nc(Cc2cccc3ccccc23)oc1NCc1ccco1	-12	i
O=C1C=C(c2ccc(Oc3ccccc3)cc2)C[C@@H](c2ccc(F)cc2)C1	-18	·
CC(C)C(OC(=O)c1oc2ccccc2c1CSC1CCCCC1)C(=O)NC(N)=O (stereo not given)	-14	i
CCOC(=O)c1[nH]c2c(c1-c1ccccc1)C(=O)CC(c1ccccc1)C2 (stereo not given)	-24	i
CN(C(=O)c1ccc(OC2CCN(CCc3ccccc3)CC2)cc1)C1CCOCC1	-22	i
CC1CN(C(=O)c2ccn(C)n2)CC(C)O1 (stereo not given)	10	i
Cc1ccc(-n2cnnn2)c2cccnc12	-1	i
C/C(=N\N=C\c1cccc(F)c1)c1nnn(-c2nonc2N)c1C	-11	i
CC(NC(=O)C1CCCN1S(=O)(=O)c1ccc2c(c1)n(C)c(=O)c(=O)n2C)c1ccccc1 (stereo not given)	-19	i
O=C(NN1C(=O)C2C(c3ccccc3)C=CC(c3ccccc3)C2C1=O)c1ccccc1 (stereo not given)	1	i
COc1ccc(S(=O)(=O)N2CCN(C)CC2)c(C)c1	4	i
CN(C)CCCNC(=O)C(=O)Nc1cc2c3c(c1)CC(=O)N3CCC2	-9	i
Cc1ccc2oc(=O)c3cnn(CC(=O)NCCCOC(C)C)c3c2c1	-25	i
O=C(COC(=O)c1ccc(O)cc1)Nc1ncc(Cl)cc1Cl	-18	i
Cc1cc(NC(=O)CCC(=O)N(c2cccnc2)C(C(=O)NC2CCCC2)c2ccccc2)no1 (stereo not given)	-16	i
COc1ccc2c(=O)cc(-c3ccccc3F)oc2c1	-8	i
Cc1cc(S(=O)(=O)N(Cc2ccc(F)cc2)CC2CCCO2)ccc1-n1cnnn1 (stereo not given)	0	i
SMILES	OX1R antagonist	CHT PAM
COC(=O)C1CCN(C(=O)Nc2ccccc2)CC1	1	i
COc1cccc(CN=CC2=C(O)CC(C)(C)CC2=O)c1OC	-20	i
CCOC(=O)Cc1csc(NC(=O)CN2C(=O)c3ccccc3S2(=O)=O)n1	3	i
S=C(NCc1ccco1)Nc1cccc(Cl)c1	36	i
CCN(CC)Cc1oc(CO)cc(=O)c1O	-7	i
Cc1cc(NS(=O)(=O)c2ccc(NC(=O)COc3ccccc3[N+](=O)[O-])cc2)no1	-13	i
CSc1nc2nc(C)c(C/C=C/c3ccccc3)c(=O)n2[nH]1	-8	i
COc1ccc(CNC(=O)CN(Cc2ccc(Cl)cc2)C(=O)c2csnn2)cc1	-36	i
O=C(O)/C=C/C(=O)Nc1ccc2nccnc2c1	-9	i
O=C(CCn1cnnn1)Nc1ccccc1	-3	i
Cc1ccc[n+](C2C(c3ccc([N+](=O)[O-])cc3)C(C#N)=C([S-])NC2(O)C2CC2)c1 (stereo not given)	-20	i
CC(=O)c1ccc(NC(=O)CSC2=NS(=O)(=O)c3cc(Cl)ccc3N2)cc1	-8	i
COCCN(CCOC)S(=O)(=O)c1ccc(C(=O)NC2CCN(Cc3ccccc3)CC2)cc1	-21	i
CN(CC(=O)Nc1ccccc1Br)C(=O)c1cc(S(=O)(=O)N(C)C)ccc1N1CCCC1	-19	i
COc1cccc(CN2CC(C(=O)NCC3CCOCC3)CCC2=O)c1 (stereo not given)	-12	i
O=C(NCC1CCCN(C(=O)c2cc(Cl)ccc2F)C1)c1ccc(F)cc1 (stereo not given)	-37	i
O=C(NC1CCCC1)C(c1ccncc1)N(C(=O)Cn1nnc(-c2ccccc2F)n1)c1cccc(F)c1 (stereo not given)	-18	i
CCn1nc(C)c(NC(=O)c2ccc(Br)o2)c1C	-3	i
CCN(CC)c1ccc(CNC(=O)C/C(C)=N/NC(=O)COc2ccc(C)cc2Br)cc1	-40	i
COCCNC(=O)CSc1nc(-c2ccccc2)c(-c2ccccc2)o1	-19	i
CN(C)S(=O)(=O)c1cccc(NC(=O)CSc2nc3ccccc3n2-c2ccccc2)c1	-9	i
COc1ccc(NC(=O)C2CCCN(S(=O)(=O)c3cccc4cccnc34)C2)cc1 (stereo not given)	-34	i
O=C(Nc1ccc(Cl)cn1)c1ccc2c(c1)OCCO2	-28	i
CC12CN3CC(C)(CN(C1)C3c1ccc3c(c1)OCO3)C2 (stereo not given)	16	i
CCn1ncc(CNC(=O)C2(C)CC2(Cl)Cl)c1C (stereo not given)	-10	i

Two of these compounds, set out differently:
> S=C(NCc1ccco1)Nc1cccc(Cl)c1
- OX1R antagonist = 36
- CHT PAM = i

> CCN(CC)Cc1oc(CO)cc(=O)c1O
- OX1R antagonist = -7
- CHT PAM = i

Sorted by SMILES length (high to low): part of the list above.
SMILES	OX1R antagonist	CHT PAM
CCN(CC)c1ccc(CNC(=O)C/C(C)=N/NC(=O)COc2ccc(C)cc2Br)cc1	-40	i
S=C(NCc1ccco1)Nc1cccc(Cl)c1	36	i
O=C(CCn1cnnn1)Nc1ccccc1	-3	i

(list continues)
SMILES	OX1R antagonist	CHT PAM
CCCn1ncc([C@@H]2C[C@H]3CN(Cc4cccc(Cl)c4)C(=O)[C@]34CCCN24)c1C	-16	i
CC(NC(=O)COc1ccccc1)C(c1cccs1)N1CCCC1 (stereo not given)	-24	i
Cn1c(NCC(O)c2ccccc2)nc2c1c(=O)n(Cc1ccc(Cl)cc1)c(=O)n2C (stereo not given)	-15	i
COc1ccccc1/C=C(/C(=O)OCC(=O)Nc1cc(C)ccc1C)c1ccccc1	-13	i
O=C(c1cc2ccccc2cc1O)N1CCN(c2ccccc2O)CC1	-13	i
O=C(CSCc1ccc(F)cc1)NCc1ccc2c(c1)OCO2	-8	i
O=C(CSc1nc(C(F)(F)F)cc(=O)[nH]1)Nc1nccs1	-13	i
CCOc1ccccc1NC(=O)COC(=O)C1CCC(=O)N1 (stereo not given)	-11	·
N#Cc1ccc(OCC(=O)OCCCOC(=O)COc2ccc(C#N)cc2)cc1	11	i
CCCCNC(=O)CCC(=O)Nc1ncc(-c2ccc(C)cc2)n1C	-2	i
CC1=NN(c2ccc(C(=O)OC(C)C)cc2)C(=O)/C1=C\C=C\c1ccco1	-30	i
Cc1[nH]n(-c2ccccc2)c(=O)c1N=Nc1c(Cl)cccc1Cl	5	i
CCN(c1ccccc1)S(=O)(=O)c1ccc2c(c1)N(C(C)=O)CCO2	-13	i
CCOc1cc(C(=O)OCC(=O)Nc2cc(C)on2)cc(OCC)c1OCC	-3	i
COc1cc(C=O)ccc1OS(=O)(=O)c1ccc(NC(C)=O)cc1	-4	i
COc1ccc(-c2nc(CSCC(=O)N3CCN(C)CC3)c(C)o2)cc1OC	-11	i
Cc1ccc(OCC(=O)Nc2sc3c(c2C#N)CCC3)cc1C	-10	i
COc1ccc(CCN(C)CCc2ccc(OC)c(OC)c2)cc1OC	-12	i
Cc1nc(SCc2ccc(C(=O)O)cc2)c2c(C)c(C)sc2n1	-7	i
CCOC(=O)c1c(NC(=O)c2cccnc2Cl)sc(C(=O)N(C)C)c1C	0	i
C=CCn1c(SCC(N)=O)nc2sc3c(c2c1=O)CCC3	0	i
CC(=O)C1=C(O)C(=O)N(c2ccccn2)C1c1ccccc1[N+](=O)[O-] (stereo not given)	-25	i
Cc1c(N/C=C/C(=O)c2cccs2)c(=O)n(-c2ccccc2)n1C	-5	i
CS(=O)(=O)N1CCCC(C(=O)Nc2ccc(F)c(F)c2)C1 (stereo not given)	-2	·
O=S(=O)(Nc1ccon1)c1ccc(F)c(F)c1	-13	i
SMILES	OX1R antagonist	CHT PAM
O=C(NC1CC2CCCC(C1)N2C(=O)NCc1ccccc1)C1CC1 (stereo not given)	-7	i
Cc1ccc(C(=O)Nc2cc(Cl)ccc2-n2cncn2)o1	-16	i
Cc1ccccc1-c1nnc(NC(=O)c2ccc(N3C(=O)CCC3=O)cc2)s1	-10	i
Cc1cc(NC(=O)C(C)C)n(-c2nc3ccccc3s2)n1	-28	i
Cc1noc(C)c1S(=O)(=O)Nc1ccc(C(=O)N2CCN(c3ccc(F)cc3)CC2)cc1	3	i
O=C(Cc1ccccc1)Nc1ccnn1C1CCN(Cc2nccs2)CC1	-20	i
O=C(COc1ccc(-c2ccccc2)cc1)NNC(=O)Nc1ccc(F)cc1F	8	i
COc1ccc(C(=O)COC(=O)CN2C(=O)NC3(CC(C)CC(C)(C)C3)C2=O)c(OC)c1 (stereo not given)	-44	·
Cc1nc2ccccc2c(=O)n1/N=C/c1ccc(O)cc1	-24	i
O=C1C2C3C=CC(C3)C2C(=O)N1c1ccc(-c2nc3ccccc3o2)cc1 (stereo not given)	-13	i
Cc1ccc(NC(CC(=O)c2ccccc2)c2ccc(F)cc2)cc1 (stereo not given)	-21	i
CCOC(=O)N1CCN(c2c(NCCCN3CCCC(C)C3)c(=O)c2=O)CC1 (stereo not given)	-18	i
CCOc1ccc(NC2CCCCC2NS(=O)(=O)c2ccccc2)cc1 (stereo not given)	-8	i
O=C(CSc1nc2cc(Cl)ccc2s1)N1CCCc2ccccc21	-12	i
CC(C)Oc1ccc(CN=C(N)N=C(N)N)cc1Cl	-9	i
O=C(Nc1ccccc1N1CCOCC1)c1cccnc1	-3	i
Cn1cc(S(=O)(=O)NC2CCCCCC2)c(=O)n(C)c1=O	-7	i
CCN(C(=O)c1ccc(S(=O)(=O)N2CCCCC2)cc1)C1CCS(=O)(=O)C1 (stereo not given)	-11	i

Random excerpt: 6 entries already listed, in no set order.
SMILES	OX1R antagonist	CHT PAM
CCOc1ccc(NC2CCCCC2NS(=O)(=O)c2ccccc2)cc1 (stereo not given)	-8	i
COCc1cc(C)nc(NCCO)c1C#N	-13	i
CC(NC(=O)COc1ccccc1)C(c1cccs1)N1CCCC1 (stereo not given)	-24	i
Cc1ccccc1-c1nnc(NC(=O)c2ccc(N3C(=O)CCC3=O)cc2)s1	-10	i
CC(NC(=O)C1CCCN1S(=O)(=O)c1ccc2c(c1)n(C)c(=O)c(=O)n2C)c1ccccc1 (stereo not given)	-19	i
CN(CC(=O)Nc1ccccc1Br)C(=O)c1cc(S(=O)(=O)N(C)C)ccc1N1CCCC1	-19	i

Screening results: PubChem BioAssay, several laboratories
